# Assay outcomes: PubChem, The Scripps Research Institute Molecular Screening Center
# CHO parental Ca – counter-screen: ATP calcium response change in parental CHO cells. 330,000 tested, 0.63% active. inhibition, % at 5.6 µM. parental CHO-K1, ATP-induced calcium, Fluo-8 fluorescence;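 active = inhibition above that plate's mean sample inhibition plus 3 SD, cut at about 26% in these data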;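 note: 0% = ATP-challenged DMSO wells and 100% = DMSO wells without ATP; some compounds past the cut are filed as inactive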
#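 Test system: untransfected parental CHO cell line; also added: ATP stimulus; dosing: 5.6 µM, single dose; signal: calcium-sensitive Fluo-8 fluorescence; measure: percent inhibition of ATP-evoked calcium rise, normalized to controls; benchmarks: low control ATP plus DMSO, high control DMSO only; replication: one well per compound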
# * marks the source's active call; other numbers are inactive results.
No.	smiles	CHO parental Ca
1	COc1ccc(Nc2cc(C(=O)NCc3ccco3)c3ccccc3n2)cc1	-10.8
2	CCOC(=O)c1[nH]c2ccc(OC)cc2c1NC(=O)CN1CCN(c2ccccn2)CC1	-3.9
3	O=C1CCCC(=O)N1c1ccc(N2CCN(c3ccc([N+](=O)[O-])cc3)CC2)c([N+](=O)[O-])c1	-3.9
4	Brc1ccc(-c2ccc(C3Nc4cccc5cccc(c45)N3)o2)cc1	-3.4
5	CC[C@H](C)[C@@H](C(=O)NCCCCCCCCCCC(=O)N1CCN(C(=O)OC(C)(C)C)CC1)n1cc(CCCCN=C(NC(=O)OC(C)(C)C)NC(=O)OC(C)(C)C)nn1	-14.3
6	Cc1c(NC(=O)CSCc2c(F)cccc2Cl)c(=O)n(-c2ccccc2)n1C	-17.7
7	CC(C)c1cc(-c2cc(C(=O)Nc3ccccc3)on2)nc(NCC2CC2)n1	-8.5
8	C(=N\Nc1nc(N2CCOCC2)nc(N2CCOCC2)n1)/c1ccco1	-4.8
9	COc1ccc(CCN(Cc2cc3cccc(C)c3n3nnnc23)C(=O)c2ccncc2)cc1OC	-19.8
10	Cc1cccc(CN2CCN(CCCc3ccccc3)CC2)c1	-12.5
11	COC(=O)c1ccc(NC(=O)c2cnc3scc(C)n3c2=O)cc1	-8.4
12	O=C(COC(=O)c1cccc([N+](=O)[O-])c1)c1ccc2c(c1)OCO2	5.6
13	CC(=O)c1c(C)[nH]c(C(=O)OCC(=O)c2c(N)n(C)c(=O)n(C)c2=O)c1C	-6.0
14	COc1ccc(Br)cc1/C=N/NC(=O)c1cc(Br)ccc1O	9.3
15	O=C(CSc1nnc(-c2ccc(Cl)cc2)n1-c1ccc(Cl)cc1)N/N=C/c1ccccc1C(=O)O	-17.3
16	COc1ccc(C2/C=C\CN(S(=O)(=O)/C=C/c3ccccc3)[C@H](Cc3ccccc3)C(=O)N2Cc2ccc(F)cc2)cc1 (some centres not stated)	-19.2
17	Cc1ccc(-n2[nH]c(C)c(C=Nc3ccc(S(=O)(=O)Nc4nccs4)cc3)c2=O)cc1	-4.4
18	CCc1nn2c(=O)cc(COc3ccc(/C=C4\C(=N)N5N=C(CC(C)C)SC5=NC4=O)cc3)nc2s1	-22.4
19	COC(=O)CCCC1=CC2=CC(=O)C(C)(OC(=O)c3cnc4ccccc4n3)C(=O)C2=CO1 (configuration not stated)	3.0
20	Cc1occc1C(=O)N=Nc1c(O)[nH]c2ccc(Br)cc12	-6.7
21	C[C@@H]1NC(=O)c2cc([N+](=O)[O-])cc(I)c2NCCCC[C@@H](C(N)=O)NC(=O)[C@H](CC(N)=O)NC1=O	-3.4
22	Cc1[nH]c2ccccc2c1C(=O)CN1CC(C)OC(C)C1 (configuration not stated)	-14.0
23	CCC(C)Sc1ccc(-c2nc3ccc(C)cn3c2NC2CCCCC2)cc1 (configuration not stated)	-35.5
24	Cc1ccc2cc(C)c3nnc(SCC(=O)N4CCCc5ccccc54)n3c2c1C	-6.4
25	Cc1cc2c(nc1C)CCCN2C[C@@H](C)O/N=C1/[C@H]2CCn3c(=O)n(-c4ccccc4)c(=O)n3[C@H]2[C@H](O)[C@@H]2O[C@H]12	-12.1
26	C[C@@H]1NC(=O)c2cc([N+](=O)[O-])cc(I)c2OCC[C@@H](C(=O)NC(CC(=O)O)C(N)=O)NC(=O)[C@H](CCC(=O)O)NC1=O (some centres not stated)	-7.2
27	Cc1ccccc1OCCNc1cc(N2CCNCC2)ccc1[N+](=O)[O-]	19.4
28	CC(=O)Nc1cn(C(C)=O)c(C)n1	9.1
29	O=C(c1n[nH]c2c1CCCC2)n1ccnc1	-17.4
30	N#Cc1cc2c(N)c(C(=O)Nc3ccccc3)sc2nc1N	-12.9
31	CC(N=c1ccccn1C(=O)Nc1ccc(Cl)cc1)c1ccco1 (configuration not stated)	17.3
32	Cc1ccc(/C(C#N)=C\c2cn(C)c3ccccc23)cc1	-15.6
33	COC(=O)CCC(=O)OC1(C)C(=O)C2=COC(c3ccc(OC)cc3)=CC2=C(Br)C1=O (configuration not stated)	-3.6
34	C[C@@H](O)[C@H]1C(=O)N2C(C(=O)O)=C(S[C@@H]3CN[C@H](C(=O)N(C)C)C3)[C@H](C)[C@H]12	-2.6
35	C=C1/C=C(\C)[C@](C)(O)C[C@H](O)CC(=O)[C@H](O)[C@@H](O)[C@H](C)C[C@H](C)OC(=O)/C(C)=C/CC/C=C/[C@@H]2O[C@H]2C[C@H](C)C1	-21.3
36	CCOC(=O)C(CC)(CCC(=O)OC)c1csc(Nc2ccccc2O)n1 (configuration not stated)	-16.4
37	C#CCOCCOCCOCCNc1nc(N2CCN(C(=O)CCCCCCCCCCNC(=O)[C@H]([C@@H](C)CC)n3cc(CCCCN=C(N)N)nn3)CC2)nc(N2CCN(C(=O)CCCCCCCCCCNC(=O)[C@H]([C@@H](C)CC)n3cc(CCCCN=C(N)N)nn3)CC2)n1	-6.2
38	COc1ccc(O[C@H]2C=C[C@@H](c3ccccc3)O[C@@H]2COC(=O)CC/C(C)=N/O[C@H](C)c2cn([C@@H]3COC[C@H]3O)nn2)cc1	-17.0
39	Cc1cc(C)c(C2=CC(c3ccccc3)n3ncnc3N2)cc1C (configuration not stated)	-26.5
40	Cc1nc2n(n1)C(O)c1cc([N+](=O)[O-])ccc1S2 (configuration not stated)	0.5
41	C=CCn1c2ccccc2c(=O)c2cc(C#Cc3ccsc3)ccc21	-12.1
42	Cc1nc2nc(-c3ccc(Cl)cc3)nn2c(C)c1Cl	-5.0
43	Cc1noc(/C=C/N(C)C)c1S(=O)(=O)N(C)CC(=O)N1CCc2ccccc21	-16.6
44	Cn1c2ccccc2c2nnc(SCc3nnc(-c4ccccc4)o3)nc21	-7.0
45	CSc1ccc(C2c3[nH]c4ccccc4c3CCN2C(=O)c2cc(C)n(C)n2)cc1 (configuration not stated)	-6.0
46	Nc1nc(-c2ccc(-n3nncc3-c3ccco3)cc2)cs1	-13.1
47	COc1ccc(C)cc1NC(=S)NC12CN3CN(CN(C3)C1)C2	-4.1
48	CC(C)c1nc(CN(C)C(=O)N[C@H](C(=O)N[C@@H](Cc2ccccc2)C[C@H](O)[C@H](Cc2ccccc2)NC(=O)OCc2cncs2)C(C)C)cs1	-31.0

# Exported as labelled records: entries from further up
47. COc1ccc(C)cc1NC(=S)NC12CN3CN(CN(C3)C1)C2
  CHO parental Ca: -4.1
48. CC(C)c1nc(CN(C)C(=O)N[C@H](C(=O)N[C@@H](Cc2ccccc2)C[C@H](O)[C@H](Cc2ccccc2)NC(=O)OCc2cncs2)C(C)C)cs1
  CHO parental Ca: -31.0
43. Cc1noc(/C=C/N(C)C)c1S(=O)(=O)N(C)CC(=O)N1CCc2ccccc21
  CHO parental Ca: -16.6
46. Nc1nc(-c2ccc(-n3nncc3-c3ccco3)cc2)cs1
  CHO parental Ca: -13.1

# Continued.
No.	smiles	CHO parental Ca
49	COc1cc2[nH]c3c(N4CCC(C(N)=O)CC4)ncnc3c2cc1OC	16.2
50	CC(=O)Nc1ccc(NC(=O)c2ccc(COc3ccc4c(C)cc(=O)oc4c3)cc2)cc1	-13.4
51	c1ccc2c(c1)-c1cccc3c1c-2cc1ccccc13	-13.0
52	CC(C)c1nnc(NC(=O)CCC(=O)NC2CCCCC2)s1	3.1
53	CC[C@]12CCCN3CCc4c(n(c5ccccc45)C(=O)C1)C32 (some centres not stated)	-0.3
54	COC(=O)CCCC1=CC2=CC(=O)C(C)(OC(=O)c3ccco3)C(=O)C2=CO1 (configuration not stated)	-11.7
55	CCOc1cc(/C=C2\SC(=Nc3ccc(F)cc3)N(c3ccc(F)cc3)C2=O)ccc1OCC(=O)O	-14.8
56	OC1OC[C@@H](O)[C@H](O)[C@H]1O (some centres not stated)	-5.1

# Entries above that have an aryl thioether with sulfur outside any ring:
No.	smiles	CHO parental Ca
15	O=C(CSc1nnc(-c2ccc(Cl)cc2)n1-c1ccc(Cl)cc1)N/N=C/c1ccccc1C(=O)O	-17.3
23	CCC(C)Sc1ccc(-c2nc3ccc(C)cn3c2NC2CCCCC2)cc1 (configuration not stated)	-35.5
24	Cc1ccc2cc(C)c3nnc(SCC(=O)N4CCCc5ccccc54)n3c2c1C	-6.4
44	Cn1c2ccccc2c2nnc(SCc3nnc(-c4ccccc4)o3)nc21	-7.0
45	CSc1ccc(C2c3[nH]c4ccccc4c3CCN2C(=O)c2cc(C)n(C)n2)cc1 (configuration not stated)	-6.0

# Further entries follow.
No.	smiles	CHO parental Ca
57	Fc1ccc(N2CCN(Cc3c[nH]c4ccccc34)CC2)cc1	-24.0
58	COc1cc(NC(=O)c2ccccc2-c2ccccc2)cc(OC)c1OC	-11.9
59	O=[N+]([O-])CC(=Nc1ccc(F)cc1)N/N=C\c1oc(O)c2ccccc12	-14.1
60	O=C1C(Cc2ccccc2)Nc2ncnc(N3CCc4ccccc4C3)c2N1Cc1ccc(Br)cc1 (configuration not stated)	-17.2
61	O=C(Nc1ccc(C2=NCCN2)cc1)c1ccc(Cl)c(C(=O)Nc2ccc(C3=NCCN3)cc2)c1	9.8
62	CCn1cc(C(=O)O)c(=O)c2cnc(N3CCN(C(=S)NC(=O)c4ccc(Br)cc4)CC3)nc21	-1.8
63	O=C(NCc1ccccc1Cl)C1CCCN(c2nc3ccsc3c(=O)s2)C1 (configuration not stated)	3.0
64	COc1ccccc1Nc1cc(C(=O)N2CCc3ccccc3C2)c2ccccc2n1	-15.8
65	CC(=O)Nc1ccc(Cc2ccc3[nH]c(=O)cc(C)c3c2)cc1	-0.1
66	CC(=O)N=C1SC2CS(=O)(=O)CC2N1c1ccc(-c2nc3ccc(C)cc3s2)cc1 (configuration not stated)	-4.0
67	Cc1nc(NC(=O)c2ccccc2)sc1C1(C)CC(c2ccc(OC(F)(F)F)cc2)=NO1 (configuration not stated)	-6.5
68	CCC(C)(C)N=C(NC#N)Nc1cccnc1	-11.8
69	CCN(CC)S(=O)(=O)c1ccc(C(=O)N2CCN(CCN3C(=O)c4cccc5cccc(c45)C3=O)CC2)cc1	-8.8
70	CCOc1cc(-c2nc(-c3cc(OC)c(OC)c(OC)c3)no2)cc(OCC)c1OCC	-3.0
71	Oc1ccc(-c2nnc(-c3ccccc3)c(-c3ccccc3)n2)cc1	-12.9
72	Cc1cccc(NC(=O)Cn2c([N+](=O)[O-])cnc2C)c1C	-14.9

# Fetched one by one from above, 3 records:
No.	smiles	CHO parental Ca
66	CC(=O)N=C1SC2CS(=O)(=O)CC2N1c1ccc(-c2nc3ccc(C)cc3s2)cc1 (configuration not stated)	-4.0
71	Oc1ccc(-c2nnc(-c3ccccc3)c(-c3ccccc3)n2)cc1	-12.9
70	CCOc1cc(-c2nc(-c3cc(OC)c(OC)c(OC)c3)no2)cc(OCC)c1OCC	-3.0

# Next results follow.
No.	smiles	CHO parental Ca
73	O=C1COc2ccc(N3C(=O)c4ccccc4C3=O)cc2N1	-4.0
74	Cc1c(C(=O)N2CCN(c3ccccc3)CC2)sc2ncnc(N3CCC(C)CC3)c12	-14.3
75	CN(C)CCNC(=O)c1cc(Sc2ccc(F)cc2)nc2ccccc12	-22.1
76	COCCn1c(-c2ccccc2)nc2c(c(=O)c3ccccc3n2C)c1=O	-13.2
77	C(=N\Nc1nc(-c2ccccn2)nc2ccccc12)/c1ccccc1	13.8
78	CCCN1C=CC(=C/C=C(\C#N)C(=O)OCC)C=C1	32.6*
79	N#C/C(=C/c1ccc(-c2cc(C(=O)O)cc(C(=O)O)c2)o1)c1nc2ccccc2s1	5.6
80	C/C(=N\Nc1ccc(F)cc1F)c1ccc(F)cc1	-5.5
81	Cc1ccccc1Nc1nc(-c2sc(NC(=O)c3ccccc3)nc2C)cs1	-11.6
82	CCn1cc(C(=O)NCc2ccccc2OC)c(=O)c2ccc(C)nc21	-15.5
83	CCOC(=O)C1=C(c2ccccc2)NC(=S)NC1c1ccc(Cl)c([N+](=O)[O-])c1 (configuration not stated)	-16.4
84	Cc1ccc(N2CCN(/N=C/C3=C(N4CCOCC4)C(=C\c4ccccc4)/CC3)CC2)cc1	1.7

# Not all compounds are listed; count on the stated rates, not on these rows.
